Assay outcomes: PubChem BioAssay, National Center for Advancing Translational Sciences (NCATS)
HT1080-NT tox – qHTS for induction of synthetic lethality in tumor cells producing 2HG: qHTS for the HT-1080-NT fibrosarcoma cell line. HT-1080-NT fibrosarcoma viability, CellTiter-Glo ATP luminescence, 48 h. Potency, µM (top dose mostly 46.1 µM), for the others: at the top dose activity, negative = less viability, most hits filed as cytotoxic. hit rate 1.6% among 360,000;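 further: NT is the 2HG producing partner of a matched IDH1 knockdown line; potency means the concentration at half of the fitted maximal effect; 0% = DMSO-treated cells and -100% = media-only wells without cells; nearly all actives have a fitted effect of over 55% in size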
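750 cells/well, RPMI + 5% FBS; 2 h settle, compound pin-transfer, 48 h at 37 degrees C. CellTiter-Glo 10 min RT, luminescence. Normalized to DMSO and media-only wells.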
ATXN2 expr inh – Primary qHTS for Inhibitors of ATXN expression | HEK-293 ATXN2-luciferase reporter, luminescence, 24 h | Potency, µM (titrated, usually from 57 µM), inactives show at the top dose activity change, negative = inhibition, usual class: inhibitors | hit rate 0.72% among 360,000; further: potency means the concentration at half of the fitted maximal effect; on the % scale 0 is the no-effect control and ±100 the full control effect; nearly all actives have a fitted effect of over 55% in size
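qHTS (up to 57 uM final) was run with 24 h compound exposure of reporter cells at 37 °C. Each well was multiplexed: SteadyGlo luminescence measured ATXN2-luciferase expression after a fluorogenic Gly-Phe-AFC viability readout (25 uM final).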
WRN helicase inh – qHTS for Inhibitors of WRN Helicase. Potency, µM (top dose mostly 114 µM), for inactives: top-dose activity change, negative = inhibition, actives largely listed as inhibitors. AID 651768, 2012. hit rate 0.46% among 360,000. WRN helicase unwinding, fluorescent forked duplex, kinetic; further: potency means the concentration at half of the fitted maximal effect; on the % scale 0 is the no-effect control and ±100 the full control effect; nearly all actives have a fitted effect of over 55% in size
Target sequence (Q14191 whole entry, looked up): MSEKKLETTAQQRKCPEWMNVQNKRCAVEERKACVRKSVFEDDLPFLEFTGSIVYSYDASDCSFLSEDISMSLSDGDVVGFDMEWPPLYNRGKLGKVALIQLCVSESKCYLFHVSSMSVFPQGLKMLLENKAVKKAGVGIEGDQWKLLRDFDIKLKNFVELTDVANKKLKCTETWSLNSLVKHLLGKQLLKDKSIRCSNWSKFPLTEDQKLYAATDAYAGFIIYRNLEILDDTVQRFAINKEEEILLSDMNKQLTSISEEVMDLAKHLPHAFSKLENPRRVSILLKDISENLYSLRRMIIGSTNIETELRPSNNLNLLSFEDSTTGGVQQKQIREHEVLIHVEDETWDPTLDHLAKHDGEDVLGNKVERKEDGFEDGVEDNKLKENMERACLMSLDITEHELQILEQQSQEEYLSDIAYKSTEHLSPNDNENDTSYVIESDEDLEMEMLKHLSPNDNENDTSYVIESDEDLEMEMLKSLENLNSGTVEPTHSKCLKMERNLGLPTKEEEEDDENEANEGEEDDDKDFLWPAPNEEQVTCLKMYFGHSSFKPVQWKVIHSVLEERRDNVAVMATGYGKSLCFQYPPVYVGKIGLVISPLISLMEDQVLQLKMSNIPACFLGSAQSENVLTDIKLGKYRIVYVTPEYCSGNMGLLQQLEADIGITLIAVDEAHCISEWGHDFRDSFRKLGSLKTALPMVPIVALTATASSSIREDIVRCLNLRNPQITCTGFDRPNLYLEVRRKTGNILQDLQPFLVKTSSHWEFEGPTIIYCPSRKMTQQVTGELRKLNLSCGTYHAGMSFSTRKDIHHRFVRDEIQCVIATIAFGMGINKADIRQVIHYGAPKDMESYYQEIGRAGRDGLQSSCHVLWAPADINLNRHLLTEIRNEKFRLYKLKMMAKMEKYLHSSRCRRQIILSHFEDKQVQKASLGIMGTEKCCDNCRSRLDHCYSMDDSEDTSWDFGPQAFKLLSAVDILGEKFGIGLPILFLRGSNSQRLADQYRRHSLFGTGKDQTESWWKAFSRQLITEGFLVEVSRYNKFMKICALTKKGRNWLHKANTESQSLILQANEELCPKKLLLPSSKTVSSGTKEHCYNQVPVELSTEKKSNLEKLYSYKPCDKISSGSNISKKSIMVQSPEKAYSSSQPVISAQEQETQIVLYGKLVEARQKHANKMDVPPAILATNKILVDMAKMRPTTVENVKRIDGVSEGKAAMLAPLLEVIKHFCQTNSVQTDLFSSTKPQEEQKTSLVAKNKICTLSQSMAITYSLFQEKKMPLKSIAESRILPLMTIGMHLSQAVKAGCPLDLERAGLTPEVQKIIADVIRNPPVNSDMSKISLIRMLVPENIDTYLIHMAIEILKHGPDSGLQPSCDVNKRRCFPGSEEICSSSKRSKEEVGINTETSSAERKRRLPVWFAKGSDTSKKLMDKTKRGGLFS
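Fluorescence dequenching readout, ex 525 nm/em 598 nm, kinetic mode: forked duplex DNA (100 nM final) with adjacent fluorophore and quencher unwound by WRN (20 nM final) with 2 mM ATP. Compound preincubation 15 min, room temperature.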
SW480 rerep – A quantitative high throughput screen for small molecules that induce DNA re-replication in SW480 colon adenocarcinoma cells. SW480 DNA re-replication, Hoechst DNA content imaging, 48 h. Potency, µM (series often up to 46.1 µM), without a hit: at the highest dose re-replication activation, most hits filed as activators. hit rate 1.8% among 340,000. AID 624297, 2012; further: potency means the concentration at half of the fitted maximal effect; % of control where 0% means no effect; nearly all actives have a fitted effect of over 55% in size
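DNA re-replication was detected as more nuclei of elevated Hoechst intensity after 48 hr exposure to compound (23 nL pinned per well of 250 cells).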
IL1B secr inh – qHTS for Inhibitors of Inflammasome Signaling: IL-1-beta AlphaLISA Primary Screen; THP-1 LPS/ATP IL-1B secretion, AlphaLISA, 16 h; active compounds read low; activity change, % at 57.5 µM; hit rate 4.7% among 360,000; AID 743279, 2014; in the data active means activity change below about -50%; inconclusive means mostly about -30% to -49%; further: on the % scale 0 is the no-effect control and ±100 the full control effect
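THP-1 cells pretreated 1 hr with compounds (up to 57.5 uM final), then stimulated with LPS (250 ng/mL final) plus ATP (1.25 mM final); secreted IL-1B measured by AlphaLISA after 16 hr, decreased signal indicating inhibition.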
HT1080 IDH1KD tx – qHTS for induction of synthetic lethality in tumor cells producing 2HG: qHTS for the HT-1080-IDH1KD cell line; HT-1080 IDH1 knockdown viability, ATP luminescence, 48 h; Potency, µM (doses to about 46.1 µM), inactives show top-dose activity, negative = toxicity, actives largely listed as cytotoxic; hit rate 2% among 360,000;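 further: potency means the concentration at half of the fitted maximal effect; 0% = DMSO wells and -100% = cell-free medium wells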
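IDH1KD HT-1080 cells, 750/well, RPMI + 5% FBS; compound pinned after 2 h settling; 48 h, 37 °C; CellTiter-Glo luminescence; % activity normalised to DMSO and no-cell wells; curves fitted, classed by r2 and efficacy.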
MCF10A rereplic – A quantitative high throughput screen for small molecules that induce DNA re-replication in MCF 10a normal breast cells. MCF 10A DNA re-replication, Hoechst nuclear intensity, 48 h. Potency, µM (highest dose often 46.1 µM), for the others: at the highest dose activity, positive = re-replication, usual class: activators. hit rate 2.9% among 350,000. AID 624296, 2012; further: potency means the concentration at half of the fitted maximal effect; % of control where 0% means no effect; nearly all actives have a fitted effect of over 50% in size
KB-3-1 cytotox – qHTS assay for MDR1-selective chemotherapeutics: Primary screen using the parental adenocarcinoma cell KB-3-1. KB-3-1 viability, CellTiter-Glo ATP luminescence, 72 h. Potency, µM (titrated, usually from 46.1 µM), inactives show at the highest dose activity change, negative = cytotoxic, usual class: cytotoxic. hit rate 1.4% among 400,000. AID 1347075, 2019; further: potency means the concentration at half of the fitted maximal effect; on the % scale 0 is the no-effect control and ±100 the full control effect; nearly all actives have a fitted effect of over 60% in size
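Parental KB-3-1 adenocarcinoma cells in phenol-red-free DMEM with 10% FBS were pin-treated with compounds at several concentrations, incubated 72 h at 37 °C, and viability read by CellTiter-Glo luminescence; concentration-effect curves were fitted after normalization.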
KB-V1 MDR tox – qHTS assay for MDR1-selective chemotherapeutics: Primary screen using the drug-selected MDR subline cells KB-V1; KB-V1 MDR cells viability, CellTiter-Glo, 72 h; Potency, µM (top dose mostly 46.1 µM), for the others: at the highest dose activity change, negative = cytotoxicity, most hits filed as cytotoxic; hit rate 3.4% among 400,000; AID 1347076, 2019; further: potency means the concentration at half of the fitted maximal effect; on the % scale 0 is the no-effect control and ±100 the full control effect; nearly all actives have a fitted effect of over 60% in size
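KB-V1 cells (P-gp-expressing MDR subline of KB-3-1) in phenol-red-free DMEM with 10% FBS were exposed to library compounds over a concentration series for 72 h at 37 degrees C. Viability read by CellTiter-Glo luminescence; concentration-effect curves fitted after normalization.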
Active calls of the source: *; u = inconclusive; x = no result given; [ ] = dose if it differs, or a comment. Unless noted, the call rests on the fitted dose curve; in most records, active means well fitted curve in the direction sought with a large enough effect; inconclusive means small, poorly fitted or top-dose-only effect, or another doubt; inactive means no such curve, though single readings can be large; an effect the other way counts as inactive or inconclusive.

Field names: A = HT1080-NT tox; B = ATXN2 expr inh; C = WRN helicase inh; D = SW480 rerep; E = IL1B secr inh; F = HT1080 IDH1KD tx; G = MCF10A rereplic; H = KB-3-1 cytotox; I = KB-V1 MDR tox
#1 COc1ccc(COCC(O)CN2CCC(C(N)=O)CC2)cc1 (centres undefined)
  A = 16%	B = x	C = 2%	D = -19%	E = 5	F = 18%	G = 0%	H = 1%	I = 8%
#2 CCCCC(=O)NC(c1ccc(OC)c(OC)c1)c1c(O)ccc2ccccc12 (centres undefined)
  A = -5%	B = -3%	C = -14%	D = -5%	E = -5	F = -13%	G = 3%	H = 4%	I = 15µM*
#3 CCOC(=O)c1c(C)cccc1OCC(N)=O
  A = -1%	B = -4%	C = -27%[57.1 µM]	D = 1%	E = 13	F = -1%	G = 7%	H = 7%	I = -8%
#4 Cc1cc(/C=N/NC(N)=O)c(C)n1-c1ccc(F)cc1
  A = 8%	B = -4%	C = 4%	D = -1%	E = 11	F = 2%	G = 7%	H = -16%	I = u
#5 CC1(C)Cc2cccc(OCC(=O)N3CCN(S(=O)(=O)c4ccccc4F)CC3)c2O1
  A = -10%	B = -4%	C = -15%	D = 10%	E = 3	F = -3%	G = 4%	H = -14%	I = -6%
#6 CC(=O)Nc1ccc(S(=O)(=O)N2CCN(C(=O)c3ncoc3-c3cccc(C)c3)CC2)cc1
  A = -3%	B = -2%	C = -2%	D = 3%	E = 3	F = -2%	G = -1%	H = -10%	I = -3%
#7 Cc1cccc(C)c1NC(=O)COC(=O)c1cc(=O)c2ccccc2o1
  A = 6%	B = 6%	C = -4%	D = 2%	E = 0	F = 23%	G = -2%	H = 0%	I = 7%
#8 CC(=O)N1CCC(=NNc2ccc(S(=O)(=O)N3CCOCC3)cc2[N+](=O)[O-])CC1
  A = 0%	B = -4%	C = 2%	D = -4%	E = 3	F = 3%	G = 9%	H = 18%	I = 1%
#9 Cn1c(=O)oc2cc(S(=O)(=O)Nc3cccc4c3CCCC4)ccc21
  A = -2%	B = u	C = -4%	D = -3%	E = 18	F = -3%	G = 0%	H = -7%	I = -19%
#10 CCOC(=O)c1sc(NC(=O)CSc2nc(-c3ccco3)cc(C(F)(F)F)n2)c(C(=O)OC)c1C
  A = 0%	B = -7%	C = -2%	D = -7%	E = 5	F = 24%	G = 17%	H = -1%	I = 1%
#11 Cc1ccc(C)c(N2CCN(CCCNC(=O)Cn3cc4c(n3)CCC(C)C4)CC2)c1 (centres undefined)
  A = 4%	B = -15%	C = 3%	D = 1%	E = 0	F = 1%	G = -1%	H = -11%	I = u
#12 O=C(c1ccco1)N1CCN(c2nc(C3CC3)nc3c2nnn3Cc2ccccc2Cl)CC1
  A = -22%	B = -37%	C = -6%	D = 0%	E = -77*	F = -28%	G = 10%	H = u	I = u
#13 C=CCc1ccc(OCCOCCOc2cccc3cccnc23)c(OC)c1
  A = -22%	B = -25%	C = -22%	D = -13%	E = -12	F = -22%	G = u	H = -8%	I = u
#14 C=CCNC(=O)/C(C#N)=C/c1cn(-c2ccccc2)nc1-c1ccc(OC)c([N+](=O)[O-])c1
  A = -3%	B = -14%	C = -13%	D = 4%	E = -5	F = -20%	G = -1%	H = 13%	I = -5%
#15 Cc1cc(C)n2c(SCc3ccc(Cl)cc3Cl)nnc2n1
  A = u	B = -13%	C = -29%[57.1 µM]	D = 10%	E = -2	F = u	G = 30%	H = 4%	I = u
#16 CCN(CC)CCNC(=O)C1CCC(=O)N(c2ccc(OC)cc2)C1c1ccc(F)cc1 (centres undefined)
  A = -13%	B = -1%	C = 2%	D = 5%	E = -3	F = -2%	G = 0%	H = -2%	I = -6%
#17 O=C(N/N=C/c1ccc[nH]1)c1ccc(O)cc1
  A = 17%	B = 18%	C = -8%	D = -3%	E = 7	F = 11%	G = 3%	H = 0%	I = 20%
#18 CC(C)=CCN1CCN(Cc2cnc(N3CCOCC3)s2)CC1CCO (centres undefined)
  A = 3%	B = -10%[11.3 µM]	C = -33%	D = -2%	E = -10	F = u	G = 9%	H = -4%	I = 0%
#19 CCN=C1SC(CC(=O)NCCc2ccc(OC)cc2)C(=O)N1CC (centres undefined)
  A = 22%	B = -8%	C = -6%	D = -3%	E = -9	F = 22%	G = 8%	H = 19%	I = u
#20 O=C(Nc1ccc(F)c(F)c1)c1cc(S(=O)(=O)N2CCN(c3ccccn3)CC2)ccc1F
  A = -14%	B = 4%	C = 1%	D = -1%	E = -13	F = -7%	G = 4%	H = -12%	I = 10µM*
#21 O=C(Nc1ccc2[nH]c(=S)sc2c1)c1ccccc1
  A = 7%	B = 41%[activator][11.3 µM]	C = u	D = -5%	E = -18	F = 7%	G = 6%	H = u	I = -14%
#22 CC(C)C[C@H](NC(=O)c1nc[nH]c1C(=O)NCc1ccc(CNC(=O)OC(C)(C)C)cc1)C(=O)OCc1ccccc1
  A = -9%	B = -14%	C = -11%	D = 1%	E = 0	F = -1%	G = -1%	H = -27%	I = 0%
#23 CCOC(=O)/C(C#N)=C/c1ccc(OC(=O)c2ccccn2)cc1
  A = 13%	B = -6%	C = -29%	D = 3%	E = 7	F = 7%	G = -3%	H = 16%	I = 11%
#24 COc1cc(CNc2ccc(N3CCCCC3)cc2)ccc1OCC(=O)NC(C)(C)C
  A = -6%	B = -12%	C = 9%	D = 0%	E = -20	F = -6%	G = -2%	H = u	I = u
#25 Cc1ccc(OCC(=O)Nc2ccc3c(c2)CCC3)c([N+](=O)[O-])n1
  A = 3%	B = 19%	C = -4%	D = -9%	E = 5	F = -14%	G = 0%	H = 1%	I = u

With a hit mark in IL1B secr inh, of those listed so far:
| nr | Compound | WRN helicase inh | SW480 rerep | IL1B secr inh |
| --- | --- | --- | --- | --- |
| 12 | O=C(c1ccco1)N1CCN(c2nc(C3CC3)nc3c2nnn3Cc2ccccc2Cl)CC1 | -6% | 0% | -77* |

Next section:
Field names: A = HT1080-NT tox; B = ATXN2 expr inh; C = WRN helicase inh; D = SW480 rerep; E = IL1B secr inh; F = HT1080 IDH1KD tx; G = MCF10A rereplic; H = KB-3-1 cytotox; I = KB-V1 MDR tox
#26 Nc1ccccc1N=Cc1ccc(-c2cccc(Cl)c2)o1
  A = -21%	B = 0%	C = -6%	D = u	E = -82*	F = u	G = u	H = u	I = u
#27 CCN(CC)c1ccc(/C=C(/C#N)C(=O)NC(C)C)o1
  A = 15%	B = -4%	C = -1%	D = -7%	E = 26	F = 12%	G = 2%	H = u	I = u
#28 COc1cccc(OCc2nnc3n2N=C(c2ccccc2)C(CC(=O)O)S3)c1 (centres undefined)
  A = 16%	B = -2%	C = 0%	D = -11%	E = 29	F = 13%	G = 7%	H = 8%	I = 14%
#29 COc1cccc(CNC(=O)CCNC(=O)C2CCN(S(=O)(=O)c3ccccc3)CC2)c1
  A = 8%	B = x	C = 8%	D = -12%	E = 33	F = 10%	G = 10%	H = -1%	I = -29%
#30 CNCCC=C1c2ccccc2C=Cc2ccccc21
  A = 21µM*	B = -13%	C = 2%	D = u	E = -51*	F = 15µM*	G = 15%	H = -7%	I = u
#31 CC(C)CN(C(=O)COC(=O)COc1ccc2c(c1)CCC2)c1c(N)n(Cc2ccccc2)c(=O)[nH]c1=O
  A = 1%	B = 5%	C = 14%	D = -11%	E = 3	F = -4%	G = 0%	H = 10%	I = -1%
#32 CC(C)(O)C#Cc1ccc(CN2CCC(CO)(CCc3ccccc3)CC2)cc1
  A = -6%	B = -10%	C = 6%	D = 8%	E = -1	F = -15%	G = u	H = -4%	I = -12%
#33 CC1(CCBr)C(=O)N(c2ccccc2)c2ccccc21 (centres undefined)
  A = 0%	B = -4%	C = 3%	D = -40%	E = 13	F = 9%	G = -1%	H = -1%	I = 11%
#34 Cc1cccc(NC(=O)CSc2nc3ccccc3c(=O)n2CC2CCCO2)c1 (centres undefined)
  A = 0%	B = x	C = 1%	D = -6%	E = -6	F = 0%	G = 1%	H = 0%	I = 10%
#35 CC(=O)N(C)c1ccc(NC(=O)/C=C/c2ccccc2Cl)cc1
  A = -16%	B = 50%[activator]	C = -4%	D = 8%	E = -4	F = -17%	G = 9%	H = -7%	I = 7%
#36 Cc1ccc(C(=O)OCC(=O)Nc2ccccc2)cc1NC(=O)c1ccco1
  A = -4%	B = 15%	C = -11%	D = u	E = 15	F = -5%	G = 127%[0.0737 µM]	H = -13%	I = 4%
#37 CC(C)(C)N1C(=O)c2ccc(C(=O)Nc3ccc(-c4nc5ccccc5[nH]4)cc3)cc2C1=O
  A = 1%	B = -14%	C = -4%	D = -3%	E = 11	F = -1%	G = -12%	H = -6%	I = u
#38 COc1cc(C(=O)OCC(=O)N2c3ccccc3NC(=O)C2(C)C)ccc1OCC(C)C
  A = -2%	B = -16%	C = 10%	D = 7%	E = -81*	F = -14%	G = u	H = -13%	I = 21µM*
#39 O=C1/C(=C/N(C(=O)c2ccco2)c2ccc(Cl)cc2)Sc2ccccc21
  A = -12%	B = -34%	C = -16%	D = -12%	E = u	F = 1%	G = u	H = -7%	I = u

Results in sequence from the list:
MCF10A rereplic, entries 26 to 34 → u, 2%, 7%, 10%, 15%, 0%, u, -1%, 1%
